HCT116 bCat-KO: primary screen for growth suppressors in beta-catenin knockout HCT116 cells (colon tumor, human); HCT116 beta-catenin knockout viability, CellTiter-Glo, 60 h; active compounds read low; viability, % at 10 µM; hit rate 1.5% among 140,000;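 active = viability at or under a set limit, the compound median less 4 SD, cut at about 6% in these data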;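 note: 0% = Hyamine 1622 control at 20 µM and 100% = untreated cell control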
Phagocyt inh: inhibitors of macrophage phagocytosis, primary screen, imaging, J774A.1 cells, IgG beads | hit rate 0.07% among 110,000 | AID 1029, 2008 | inhibition, % at 5 µM | J774A.1 macrophage IgG-bead phagocytosis;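 active = inhibition above the mean of the plate negative controls plus 5 SD, cut at about 13% in these data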;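 note: phagocytic index as fraction of beads internalized from green versus red external bead signal; plate controls were DMSO negative control for no effect and cytochalasin-D positive control for full effect; some results beyond the cut were filed as inactive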
E-sel TNF inh: E-selectin induction blockers in HUVEC – imaging, immunofluorescence, high content, primary screen; hit rate 0.71% among 120,000; HUVEC TNFa-induced E-selectin immunofluorescence; AID 1246, 2008; inhibition, % at 2 µM;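 active = inhibition above the batch mean plus 3 SD, and confirmed as a hit on visual image review, cut at about 43% in these data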;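 note: 0% = TNF-stimulated DMSO wells and 100% = unstimulated control wells; not every result past the cut was called active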
Yeast growth inh: growth inhibitors of yeast BB579 in restrictive medium, primary screen, yeast lifespan-shortening project, S. cerevisiae. OD615, 48 h. inhibition, % at 10 µM. hit rate 0.51% among 140,000;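 active = inhibition above a set limit, 3 SD over the mean compound inhibition, cut at about 44% in these data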; note: inactives centre near -24
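Detection: OD615 turbidity measurement; Material: Saccharomyces cerevisiae DeaD strain BB579, replicative lifespan model yeast; Timing: 48 h exposure, 30 °C; Doses: single 10 µM dose; Medium: CSMM-D restrictive synthetic medium containing dextrose (glucose); Controls: amphotericin B at 10 µg/mL as positive control.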
NPY-Y2 antag: NPY-Y2 receptor antagonists, primary screen, cell-based | Neuropeptide Y receptor type 2 (Homo sapiens), P49146 | NPY-Y2 expressing cells, antagonist mode | inhibition, % at 2.7 µM | hit rate 0.99% among 140,000; in the data active = inhibition above about 17%;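 note: 0% = vehicle with agonist challenge and 100% = reference antagonist with challenge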
Target sequence (P49146 whole entry, looked up): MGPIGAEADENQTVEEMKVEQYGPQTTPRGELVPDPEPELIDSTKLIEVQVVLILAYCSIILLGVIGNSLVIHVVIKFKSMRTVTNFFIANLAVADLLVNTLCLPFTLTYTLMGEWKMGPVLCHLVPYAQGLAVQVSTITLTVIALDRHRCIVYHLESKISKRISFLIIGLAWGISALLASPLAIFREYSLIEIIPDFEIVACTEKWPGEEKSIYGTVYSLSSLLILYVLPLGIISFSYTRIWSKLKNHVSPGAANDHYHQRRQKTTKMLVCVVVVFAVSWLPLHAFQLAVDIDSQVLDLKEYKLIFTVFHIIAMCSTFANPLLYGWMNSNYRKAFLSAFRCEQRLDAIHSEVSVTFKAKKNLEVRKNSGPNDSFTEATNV
HCT116 PTEN-null: growth suppression of PTEN-null HCT116, primary screen, cell-based, CellTiter-Glo; HCT116 PTEN-null viability, 60 h; active compounds read low; viability, % at 10 µM; hit rate 1.2% among 140,000;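 active = viability at or below a set limit, 4 SD under the median of all tested compounds, cut at about 3.7% in these data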;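 note: PTEN knockout HCT116 line with beta catenin targeted HCT116 as companion control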
MRP1 act: H69AR viability gain despite doxorubicin, primary screen, MRP-1 activator project, H69AR cells, CellTiter-Glo; hit rate 0.61% among 140,000; viability increase, % at 10 µM; viability rescue;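 active = viability gain under doxorubicin at or above a set limit, the compound median plus 3 SD, cut at about 4.7% in these data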;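 note: MRP-1 overexpressing cells given doxorubicin 25 µM after compound pretreatment; 18-22 h compound pretreatment then 72 h with doxorubicin before readout; 0% = doxorubicin-only wells and 100% = vehicle-treated cells without doxorubicin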
Measles CPE: compounds protecting cells from measles virus cytopathic effect, primary screen, measles RdRp inhibitor project, single point, MLSMR library, absorbance; Measles virus-infected cells, CPE protection; protection (pct of control), % at 4 µM; hit rate 1.5% among 140,000; in the data active = protection mostly above about 24%, no sharp cut-off; inactive = mostly below about 26%; note: some compounds called inactive have numbers as strong as hits
Yeast life ext: compounds extending yeast replicative lifespan, primary screen, S. cerevisiae, OD615; S. cerevisiae growth with nicotinamide; deaD strain in restrictive glucose medium; inhibition of the nicotinamide effect, % at 10 µM; hit rate 0.68% among 130,000; AID 775, 2007;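 active = inhibition above a set limit, placed 3 SD over the median of all compounds, cut at about 26% in these data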;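 note: 0% = nicotinamide-treated wells and 100% = cells grown without nicotinamide; some compounds called inactive have numbers as strong as hits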
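Test system – modified budding yeast, DeaD strain · Compound – single dose 10 µM compound, 0.25% DMSO · Times – culture preincubation 4 h, compound exposure 48 h, both 30 °C · Detection – optical density (absorbance) at 615 nm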
GALR2 antag: GALR2 antagonists in receptor-expressing cells, primary screen; Galanin receptor type 2 (Homo sapiens), O43603; hit rate 0.39% among 140,000; antagonist mode; inhibition, % at 4 µM; AID 828, 2007; in the data active = inhibition above about 27%;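 note: cells stimulated with galanin 1-16 at roughly its EC80; 0% = agonist challenge control and 100% = basal control without agonist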
Target sequence (O43603 whole entry, looked up): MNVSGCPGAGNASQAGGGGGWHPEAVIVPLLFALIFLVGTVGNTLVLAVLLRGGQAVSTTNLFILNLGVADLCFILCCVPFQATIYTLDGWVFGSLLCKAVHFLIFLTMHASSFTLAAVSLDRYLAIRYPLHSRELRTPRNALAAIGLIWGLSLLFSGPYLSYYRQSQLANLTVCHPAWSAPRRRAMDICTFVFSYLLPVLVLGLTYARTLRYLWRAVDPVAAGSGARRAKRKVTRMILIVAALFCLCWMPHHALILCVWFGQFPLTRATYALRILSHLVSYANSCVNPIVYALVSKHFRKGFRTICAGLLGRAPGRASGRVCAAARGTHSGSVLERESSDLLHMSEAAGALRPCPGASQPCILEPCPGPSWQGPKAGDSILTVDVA
Numbers without * were called inactive; . = not tested or not shown; & = joins results of further samples; [ ] = remark or other dose. Outcome played no part in choosing rows. About 6.1% of those tested had a hit in this group.

Compound	MRP1 act	Yeast growth inh	GALR2 antag	E-sel TNF inh	Phagocyt inh	NPY-Y2 antag	HCT116 PTEN-null	HCT116 bCat-KO	Yeast life ext	Measles CPE
CC1=CC(c2ccccc2)n2nc(N3C(=O)c4ccccc4C3=O)nc2N1 (stereo not given)	-1.0	-46.6	7.0	7.3	-0.3	3.2	89.5	95.3	0.5	26.3
COc1ccc(N2CCN(C(=O)CN(Cc3ccc(Cl)cc3)S(C)(=O)=O)CC2)cc1	-4.7	4.4	-1.6	3.6	-1.1	6.3	72.2	80.4	-1.4	1.1
COc1cccc(Nc2nc(NCC3CCCO3)c3ccccc3n2)c1 (stereo not given)	-3.0	-49.0	12.4	-19.3	-0.2	24.4*	1.2*	1.3*	-13.8	23.0
COc1ccc(/C=N/OC/C(O)=C(\C#N)c2nc3ccccc3[nH]2)cc1	-4.5	11.5	-3.6	-19.3	0.9	-1.1	29.7	31.4	-4.8	14.1
O=C(CSc1ccc2ccccc2n1)N1CCC(c2noc3ccc(F)cc23)CC1	-2.9	-37.0	9.4	-11.5	.	9.9	86.5	93.2	.	6.8
O=C(Nc1ccc2nsnc2c1)N1CCCCCC1	-2.2	-20.7	8.2	2.6	-2.3	0.9	88.6	92.8	-13.9	13.3
CCOC(=O)/C(=N/Nc1ccccc1)N1CCCc2ccccc21	-1.4	-8.6	-1.2	.	-4.1	2.4	70.5	66.6	1.6	29.2
CCCCc1ccc(NC(=O)CC(C)(C)C)cc1	-0.4	-0.6	4.9	10.1	-2.3	-1.9	85.0	90.1	-4.4	6.6
O=C(Nc1ccccc1C(=O)Nc1ccccc1C(=O)NCc1ccco1)c1ccco1	-1.2	-22.6	-4.1	-10.4	-1.4	5.5	72.8	77.0	-11.4	16.9
Cc1cc(NC(=O)c2cc(-c3cccnc3)nc3c(C)c(C)ccc23)no1	-3.9	-29.2	11.5	8.2	-1.0	3.0	18.5	22.1	-16.2	19.1
CCc1nnc(NC(=O)CSc2nc(-c3ccccc3)nc3ccccc23)s1	-3.4	-6.6	2.3	-21.2	-6.5	1.1	73.3	61.6	-1.0	13.4
CC1(C)C(C=C(Cl)Cl)C1C(=O)N(Cc1cccc(Cl)c1)C1CCS(=O)(=O)C1 (stereo not given)	-3.7	-13.4	0.4	.	.	4.7	71.2	78.0	2.5	26.7
COc1cccc(NC(=O)N2CCCC2C(=O)Nc2ccc3c(c2)OCO3)c1 (stereo not given)	-2.2	-15.4	14.2	-16.7	.	4.7	92.0	88.9	-7.7	11.0
Cc1cccc(N2CCN(C(=O)Cn3ccc4ccccc4c3=O)CC2)c1C	0.5	-31.4	-6.4	-18.2	-1.3	0.8	73.9	56.6	-9.6	6.0
NC(=O)NC(=O)CSc1nc(C2CCCCC2)n(-c2ccccc2)n1	-2.8	-24.8	9.2	-8.7	-6.1	2.9	93.6	95.2	4.2	1.9
CCCn1c(-c2ccccc2)nc2c(=O)n(C)c(=O)[nH]c21	-0.4	-23.1	-8.0	20.5	.	2.5	94.6	88.5	-14.2	2.6
Cc1cc(C)nc(SCc2ccc(C(=O)N/N=C3\CC(C)CC(C)(C)C3)cc2)n1 (stereo not given)	0.9	-12.0	-5.8	-20.7	0.0	5.9	92.8	92.2	-7.3	7.8
Cc1[nH]nc2c1C1(CCN(Cc3ccccc3)CC1)C(C#N)=C(N)O2	-0.9	8.0	2.8	-2.5	2.1	1.1	95.0	98.0	-17.4	26.7
O=C(CO/N=C/c1ccccc1Cl)N1CCCc2ccccc21	2.6	-16.5	-11.1	.	-7.8	8.1	83.5	83.8	-4.4	35.4
Cc1occc1-c1nnc(SCC(=O)Nc2nc3ccccc3s2)o1	0.6	-1.6	-0.4	17.4	-1.7	8.4	107.6	94.2	-2.6	10.4
Cc1ccc(-n2nc(C(=O)c3ccccc3)n3c(=O)c(Cc4ccccc4)nnc23)cc1	-4.0	2.0	4.5	-51.3	.	18.0*	56.4	62.8	.	14.2
O=C(CSc1nnnn1-c1cccc2c1CCCC2)NC1CCCC1	-1.9	-42.7	1.2	8.1	.	1.9	83.0	83.9	-20.8	13.2
CCC(C)n1c(SC(C)C#N)nc2ccccc2c1=O (stereo not given)	0.1	-24.9	1.0	1.1	.	-1.5	95.0	104.2	-11.2	5.2
c1ccc(OCCSc2nc3ccccc3[nH]2)cc1	5.3*	-25.6	-1.1	.	.	-2.2	102.9	97.5	.	4.8
CCCOc1ccccc1C(=O)NC(CO)C(=O)O (stereo not given)	-2.4	-38.3	-5.1	15.2	-0.8	2.6	99.2	95.2	-3.9	18.5
O=C(O)CCC(C(=O)O)n1c(O)c(C2=c3ccccc3=NC2=O)sc1=S (stereo not given)	-0.9	-7.2	15.8	-17.1	-1.8	2.7	90.9	94.8	-3.1	1.4
O=C(NC1CCCc2ccccc21)C1CCN(c2nnc(-n3cccc3)s2)CC1 (stereo not given)	-3.2	-28.9	-14.0	-17.6	-0.8	3.4	93.1	87.3	-3.9	3.7
CCOC(=O)Cc1csc(N/N=C/c2ccccc2)n1	3.2	-44.6	-6.7	.	5.3	4.1	71.3	47.6	-9.1	17.7
Cc1cccc(C)c1NS(=O)(=O)c1ccc2c(c1)C(=O)c1ccccc1C2=O	-0.1	-30.2	-2.6	.	-5.3	1.0	87.2	83.2	1.9	3.9
Cc1cccc(C(=O)Nc2ccccc2N2CCN(c3ccc(F)cc3)CC2)c1	1.4	-25.4	8.4	-18.6	.	9.0	65.5	63.7	.	6.2
O=C(COc1ccccc1)Nc1ccccc1N1CCN(c2ccc(F)cc2)CC1	-1.9	-30.8	1.3	5.8	-1.5	4.4	95.0	96.1	-3.0	4.6
Cc1ccccc1NC(=S)N(C)C1(c2ccccc2Cl)CCCCC1=O (stereo not given)	-1.9	-52.1	3.9	3.2	.	2.6	85.1	84.6	-15.6	5.3
COC(=O)C(C)Sc1nc2c([nH]c3ccccc32)c(=O)n1C (stereo not given)	-3.3	-4.5	21.3	-16.3	-0.7	1.6	39.0	46.4	-16.5	9.2
Cn1c(C(O)c2ccccc2)nc(Cl)c1Cl (stereo not given)	-0.1	-28.5	-1.9	-1.2	-0.5	1.3	109.0	93.6	-5.1	1.2
O=C(Nc1nnc(SCc2ccccn2)s1)C1CC(=O)N(c2ccccc2)C1 (stereo not given)	-1.2	11.4	8.2	8.1	-10.2	3.8	94.8	93.6	2.7	7.6
COc1ccc(C(=O)Nc2cccc3c2C(=O)NC3=O)cc1S(=O)(=O)N1CCOCC1	-2.8	-47.7	-4.3	.	.	3.9	104.6	96.0	-1.6	4.3
COc1cc(OC)cc(C(=O)N[C@H](C(=O)OCC(N)=O)C(C)C)c1	-1.9	-39.0	4.3	.	-1.9	0.2	86.9	89.9	6.5	2.7
CCN(CC)CCOC(=O)c1ccc(NC(=O)C2(c3ccccc3)CCCC2)cc1	1.1	19.0	-1.2	-25.7	.	14.9	.	94.8	-9.5	17.4
COc1ccc(CNc2nc3c(c(C(F)(F)F)n2)CCCCC3)cc1	-2.2	-55.9	3.9	-7.8	-1.1	10.4	53.8	32.6	-2.0	12.7
CCN(CC)CCN1C(=O)Cn2c(C)c(C)c3cccc1c32	-0.7	-48.5	-5.4	20.6&-11.8	-0.1	4.6	90.7	79.5	-4.8	11.0
CCOc1ccc(C2=Nn3c(nnc3-c3ccccn3)SC2)cc1	-2.9	-15.3	-2.4	15.8	1.9	2.8	90.9	82.9	-9.3	7.5
CSc1cccc(NC(=O)CSc2nc3ccccc3o2)c1	-2.2	-25.6	19.3	-19.6	.	3.7	101.6	94.6	-8.9	9.2
CCn1c(SCC(=O)NCc2cccs2)nc2c1c(=O)n(C)c(=O)n2C	-3.5	-18.2	1.5	-23.4	-1.2	2.1	96.5	91.5	-3.5	10.1
CC(C)CNC(=S)NNC(=O)c1nn(C)cc1Cl	-0.2	-4.1	0.0	-7.3	.	1.0	98.4	90.8	.	1.9
O=C(C1COc2ccccc2O1)N1CCOCC1 (stereo not given)	-0.3	-20.7	-6.8	.	-0.1	0.1	97.9	96.5	-7.4	13.4
Cc1ccc(S(=O)(=O)CCC(=O)Nc2nccs2)cc1	-1.4	-23.6	-16.7	3.7	-0.1	-1.9	90.4&89.1	84.6	-2.3	5.9
CC(=O)c1ccc(NC(=O)c2ccc3nc(-c4ccco4)c(-c4ccco4)nc3c2)cc1	-0.6	-58.4	-16.9	4.6	-0.1	0.7	93.0	91.2	-11.2	4.2
CCn1cc(C(=O)OCc2ccc(F)cc2)c(=O)c2ccc(C)nc21	-2.1	-38.2	-4.5	-0.1	-1.3	3.6	91.4	89.8	-3.1	5.5
COCCNC(=O)Cn1nc(-c2ccccc2OC)ccc1=O	0.5	4.0	0.6	-15.3	-0.9	-1.6	92.6	100.5	-8.8	10.7
NC(=O)C1CCN(S(=O)(=O)c2cccc(S(=O)(=O)N3CCCCC3)c2)CC1	-1.8	-20.4	3.7	14.7	-1.2	2.1	94.8	95.0	-26.8	4.7
CCOc1ccc2c(c1)-c1c(ssc1=S)C(C)(C)N2C(=O)c1ccco1	-2.1	-33.6	-2.8	-20.0	90.7*[artifact]	0.8	15.2	11.5	-0.8	1.1
COc1ccc(NC(=O)c2cc(CN3C(=O)c4ccccc4C3=O)ccc2OC)cn1	-1.5	-98.9	0.5	-4.5	-1.1	4.5	85.7	93.7	-2.5	4.1
CCCc1nc(SCC(=O)Nc2cc(C)on2)c2c(=O)n(C)c(=O)n(C)c2n1	-1.1	-24.1	-4.9	.	-0.5	0.3	76.7	85.1	-2.0	6.0
CCCn1nnnc1NC(=O)COc1ccc(Cl)cc1C	-4.0	-30.3	0.4	-12.0	-6.5	4.2	66.7	67.8	-28.5	1.4
Fc1ccccc1Cn1nnc2c(NCCc3ccccn3)ncnc21	2.2	-11.4	2.5	-89.0	-0.8	1.2	95.5	101.2	-5.9	1.6
CC(=O)c1ccc2c3c(cccc13)C(=O)N(c1c(C)nn(C)c1C)C2=O	-1.1	-41.9	-2.3	5.6	2.1	1.4	103.5	95.2	-13.0	15.4
Cc1cccc(OCC(=O)Nc2nc3ccc([N+](=O)[O-])cc3s2)c1C	-0.7	-62.3	-1.5	18.1	.	-4.9	106.6	100.2	-16.2	3.4
